FN deposit inh = fibronectin deposition inhibition. AH1F fibroblasts, Alexa488-fibronectin deposition fluorescence, overnight. inhibition, % at 12.6 µM. 350,000 tested, 0.086% active;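 active = mean inhibition across replicates of 30% or more, regardless of how many single replicates reach that level; inconclusive = mean under 30% yet at least half of replicates reach 30%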;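 also: positive control wells lacked labelled fibronectin entirely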
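Material: AH1F fibroblasts assembling fluorescent fibronectin matrix; amount: 10000 AH1F cells/well; medium: DMEM, 2% serum; reagent: Alexa488-fibronectin, 24 nM final in well; dosing: single compound dose, delivered by pin transfer; incubation: 1 h adhesion, overnight exposure; detection: fluorescence after three HBSS washes, excitation 485 nm, emission 525 nm; measure: fibronectin deposition inhibition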
C2C12 statin = suppressors of simvastatin-induced myotoxicity in C2C12 myotubes; AID 602340; ATP luminescence, 48 h; scaled: DMSO 0, geranylgeraniol control 100; 330,000 tested, 0.78% active; rescue of ATP level, % at 7.49 µM;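 active = mean ATP rescue above about 67%, or every replicate alone reaching that limit, limit read from the data, passing the limit was not always enough; inconclusive = no clear call, values can overlap the other calls; inactive = mean under the limit and some replicate under it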;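 also: myotubes were challenged with 10 µM simvastatin during compound exposure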
LGR2 antag = inhibitors of bursicon-induced Drosophila LGR2 receptor cAMP signaling. inhibition, % at 9.99 µM. 380,000 tested, 0.35% active. HEK293 LGR2, CRE-luciferase, bursicon-stimulated, 4 h;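 active = drop in luminescence signal, shown as inhibition above about 50% in the replicate tests, limit read from the data, passing the limit was not always enough; inconclusive = probably only some replicates passing the limit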;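 also: agonist challenge used bursicon conditioned medium at about half maximal strength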
esBAF inh = SWI/SNF esBAF complex inhibition; mouse ES cells, Bmi1-luciferase knock-in reporter, 24 h; 100% = twice the neutral-well signal; reporter increase, % at 12.5 µM; 350,000 tested, 2% active; AID 602393; in the data active = activation above about 40%; inconclusive = no clear call, values can overlap the other calls;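 also: 0% = median of the plate's neutral control wells and 100% = double that signal; a rise in the Bmi1 reporter signal indicates esBAF inhibition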
S100A4 inh HTS = inhibitors of human S100A4 binding to myosin IIA peptide; S100A4/TAMRA-MyoIIA peptide fluorescence polarization; inhibition, % at 10.7 µM; 360,000 tested, 0.14% active; AID 652163;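 active = mean inhibition of at least 70% across replicates, with every replicate also reaching that level; inconclusive = mean inhibition reaches 70% but some replicates fall short; inactive = mean inhibition below 70%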
Target sequence (P26447 whole entry, looked up): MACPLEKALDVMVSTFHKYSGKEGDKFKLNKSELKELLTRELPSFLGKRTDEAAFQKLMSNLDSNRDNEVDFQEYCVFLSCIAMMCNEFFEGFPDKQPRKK
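Material: S100A4 monomer protein / Buffer or medium: 50 mM HEPES pH 7.2, 10 mM CaCl2, 100 mM KCl / Times: 5 min incubation before reading / Benchmarks: neutral control DMSO, positive control TFP / Reagent: labelled myosin peptide probe, 5 nM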
SIRT5 inh = blocks human SIRT5 desuccinylation of peptide; Q9NXA8; Purified SirT5, succinyl-peptide AMC, trypsin-coupled fluorescence; inhibition, % at 15 µM; 330,000 tested, 1.1% active; AID 652115; in the data active = inhibition above about 15%; inconclusive = no clear call, values can overlap the other calls
Target sequence (Q9NXA8 whole entry, looked up): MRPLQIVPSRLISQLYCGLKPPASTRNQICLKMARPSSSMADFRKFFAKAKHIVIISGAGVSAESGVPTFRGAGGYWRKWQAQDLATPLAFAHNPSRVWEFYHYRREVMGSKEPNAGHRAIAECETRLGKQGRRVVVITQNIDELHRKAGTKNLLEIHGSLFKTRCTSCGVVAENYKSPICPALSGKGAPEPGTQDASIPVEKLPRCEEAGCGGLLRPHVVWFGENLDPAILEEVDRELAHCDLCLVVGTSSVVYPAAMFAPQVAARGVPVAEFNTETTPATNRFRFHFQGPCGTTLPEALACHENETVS
CASP6 VEID inh = caspase-6 (human) enzyme inhibition; inhibition, % at 12.5 µM; P55212; 350,000 tested, 0.53% active; AID 686996; purified caspase-6, Z-VEID-R110 cleavage fluorescence;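 active = mean inhibition across replicates at least about 35%, with every replicate also reaching that limit, limit read from the data; inconclusive = only one of the two criteria met; inactive = neither criterion met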;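 also: 0% = median of neutral control wells and 100% = no fluorescence left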
Target sequence (P55212 24-179 limits assumed): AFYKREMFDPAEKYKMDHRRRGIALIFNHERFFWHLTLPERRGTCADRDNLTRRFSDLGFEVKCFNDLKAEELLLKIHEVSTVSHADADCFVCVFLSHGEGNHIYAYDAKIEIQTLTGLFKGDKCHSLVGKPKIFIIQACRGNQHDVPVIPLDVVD
Target sequence (P55212 194-293 limits assumed): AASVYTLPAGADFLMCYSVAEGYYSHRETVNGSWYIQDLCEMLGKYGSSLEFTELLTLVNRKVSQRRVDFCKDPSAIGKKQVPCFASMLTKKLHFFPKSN
* = called active by the depositor; ? = inconclusive; . = not tested or not shown; & = joins results of further samples. Some of the compounds tested; rates above refer to the full screens.

no.	mol	FN deposit inh	C2C12 statin	LGR2 antag	esBAF inh	S100A4 inh HTS	SIRT5 inh	CASP6 VEID inh
1	CCC1CCCCN1CCCNC(=O)Cn1nc(C)n2nc(-c3ccccc3)cc2c1=O (configuration not stated)	-12	24	0	-9	1	-2	1
2	Clc1ccc2nc(CSc3ncn[nH]3)cn2c1	4	8	-29	16	5	-1	0
3	Brc1ccccc1/C=N/N1CCCCC1	8	-4	-9	9	-1	-1	0
4	O=c1[nH]c2sc3c(c2c2nncn12)CCCC3	7	0	.	-3	.	.	.
5	COCC(=O)Nc1ccc2c(c1)[C@H]1C[C@H](CC(=O)NC3CCCC3)O[C@H](CO)[C@H]1O2	.	-1	-6	1	-10	-13	-1
6	COc1ccc(C2(C)NC(=O)N(CC(=O)c3ccc4c(c3)OCO4)C2=O)cc1 (configuration not stated)	.	-3	-13	1	-2	0	2
7	COc1ccc(OC)c(NC(=S)N2CCCC2)c1	-1	4	-9	-4	-7	-3	-4
8	O=C1C(Cl)=C(NC2CCCCC2)C(=O)N1Cc1ccccc1	-6	.	-6	.	-1	-3	2
9	CCN1CCCC1CNC(=O)c1csc2c1CCCC2 (configuration not stated)	.	.	1	.	9	2	-1
10	O=C1C=C(c2cccc(Cl)c2)C[C@@H](c2ccc3c(c2)OCO3)C1	6	134*	14	-34	-1	-3	5
11	C[C@@H]1CN([C@@H](C)CO)C(=O)CCCn2nncc2CO[C@H]1CN(C)C(=O)c1ccncc1	3&-6	0&0&-6	3&-7	-6&0&0	-1&4&3	-1&-2&-4	2&2&-2
12	C=CCn1c(SCC#N)nc2ccccc2c1=O	.	8	-15	2	.	.	.
13	Cc1ccc(NC(=O)CN(C)C(=O)c2cccc(Br)c2)cc1	-5	-29	-4	-1	-1	-3	1
14	CCCCC(C(=O)OCC)C(N)Cc1ccc(F)cc1 (configuration not stated)	-6	.	-8	.	-5	.	2
15	CCn1cc(C(=O)O)c(=O)c2cnc(N3CCN(C(=S)NC(=O)c4ccccc4)CC3)nc21	-6	.	-11	.	16	.	0
16	Cc1cn2c(-c3ccc(Cl)cc3)nnc2s1	7	-3	-18	4	-3	0	0
17	C[C@H](CO)N1C[C@H](C)[C@@H](CN(C)Cc2ccc(-c3ccccc3)cc2)Oc2ccc(NC(=O)Nc3ccccc3)cc2C1=O	.	-12	0	7	1	4	0
18	CO[C@H]1CN(C)C(=O)c2ccc(NS(C)(=O)=O)cc2OC[C@@H](C)N(C(=O)CC2CC2)C[C@H]1C	-23	4	0	0	-1	-15	.
19	Cc1cc(C(=O)Nc2ccc(Br)cc2)c2ccccc2n1	14	-1	.	-6	3	2	1
20	CCOc1c(C(N)=O)cc([N+](=O)[O-])cc1[N+](=O)[O-]	1	.	3	.	1	1	.
21	CC1C(C(=O)Nc2ccccc2)CCCC1(C)C(=O)O (configuration not stated)	-3	-9	.	2	.	.	.
22	C[C@H]1CCCCO[C@@H](CN(C)C)[C@@H](C)CN([C@@H](C)CO)C(=O)c2cc(NC(=O)CCCN(C)C)ccc2O1	-5	5	1	-9	-23	1	-1
23	C[C@H]1CN([C@@H](C)CO)C(=O)c2cc(NS(=O)(=O)c3ccc(F)cc3)ccc2O[C@@H]1CN(C)Cc1ccncc1	.	12	18	4	9	-1	0
24	CCOC(=O)C(C)Sc1nnc2n1C(C)(C)Cc1ccccc1-2 (configuration not stated)	-4	-3	8	3	-2	-9	0
25	Cc1cccc(-c2cc(NCCc3cccnc3)n3nccc3n2)c1	9	8	.	-8	12	.	-6
26	COC(=O)c1ccc(CSc2nc3c(cnn3-c3ccc(Cl)cc3)c(=O)[nH]2)o1	.	0	-13	3	.	.	.
27	Cc1[nH]c(=O)c(S(=O)(=O)c2ccccc2)c(C)c1Cl	6	0	7	12	1	0	2
28	COC(=O)Cc1nnn2c1[C@H](C)[C@H](C(C)(C)C)OCC2	0	.	6	.	-4	.	1
29	Cc1ccccc1C(=O)N[C@@H](CC(C)C)C(=O)N1CCC[C@H]1C(=O)NCc1ccccc1	-3	.	-10	.	-1	3	0
30	CC(C)(C)OC(=O)C(C)(C)Sc1nnc(N)s1	7	1	10	2	-11	-1	0
31	CCOC(=O)c1sc(NC(=O)Nc2cccc(Cl)c2)cc1C	-4	.	13	.	-7	9	-2
32	CN(C)CC(=O)N1[C@@H]2c3ccc(C4=CCCC4)c(=O)n3C[C@H]1[C@H](CO)[C@H]2C(=O)NCC1CC1	-11	6	-15	4	0	-9	0
33	O=C(c1cccnc1)N1CC2(C1)[C@H](c1ccccc1)[C@H](CO)N2C(=O)CC1CC1	3	.	-5	.	19	-1	3
34	COc1ccccc1CCNC(=O)CSc1ccc(-c2ccco2)nn1	-2	.	-6	.	-21	-2	8
35	O=C(/C=C/c1ccc2ccccc2n1)c1cc(Br)ccc1O	7	.	-47	.	13	-2	1
36	CCCCNC(=S)Nc1ccc2cn[nH]c2c1	2	.	-24	.	-7	0	4
37	COc1ccc(C(=O)/C=C/c2ccc3c(c2)OCCO3)cc1	-16	-4	-40	7	-7	0	-1
38	CC1(C)CC(=O)c2sc(NS(=O)(=O)c3ccccc3)nc2C1	.	5	1	-4	2	2	5
39	CCC(C)C(NC(=O)OC(C)(C)C)C(=O)NC(C)C(N)=O (configuration not stated)	2	.	4	.	4	0	1
40	COC(=O)c1ccc([C@@H]2C=C(C(=O)N3CCN(Cc4ccc5c(c4)OCO5)CC3)O[C@H](OCc3ccc(CO)cc3)C2)cc1	.	.	.	.	-11	2	3
41	CCc1cccc(OC2OC(CO)C(O)C(O)C2NC(C)=O)c1 (configuration not stated)	-16	.	7	-6	-7	1	3
42	COc1ccc(-c2[nH]nc3c2C(c2ccncc2)C(C#N)=C(N)O3)cc1 (configuration not stated)	-35	-9	.	-3	.	.	.
43	COc1ccc(/C=N/n2cnnc2)cc1Oc1nc(Cl)ncc1F	-8	15	11	3	1	4	-1
44	CCCCCc1ccc(CC(=O)O)cc1	3	-18	-15	-5	.	.	.
45	O=C(Nc1ccc(C2CCCCC2)cc1)C1CCN(c2ncccn2)CC1	5	-7	.	-1	.	.	.
46	CC(=O)Nc1ccc(C(=O)CCl)cc1	.	0	5	17	94*	.	0
47	CCOC(=O)N/N=C/c1cn(Cc2ccc(F)cc2)c2ccccc12	3	.	-3	.	3	3	-3
48	CCN1CCN(S(=O)(=O)Cc2ccccc2Cl)CC1	0	.	-10	.	0	-2	0
49	CC1(C)CC(=O)c2cc(NC(=O)c3ccccc3)c(=O)oc2C1	1	.	-13	.	0	-2	-2
50	CC(=O)C1=CCC(c2cccs2)N(S(=O)(=O)c2ccc(C)cc2)C1 (configuration not stated)	0	-6	-6	-4	-6	2	1
51	COc1ccc(/C=C/C(=O)c2ccc3c4c(cccc24)CC3)cc1	-2	.	.	.	1	-2	3
52	COC(=O)c1cn(NC(=O)c2ccc([N+](=O)[O-])cc2Cl)c(=O)c2ccccc12	-4	8	10	-9	-4	-5	.
53	CC1CCCN(C(=O)CCCNC(=O)c2ccc(Cl)cc2)C1 (configuration not stated)	0	.	11	.	-13	0	3
54	O=C(N/C(=C/c1ccc(Br)cc1)C(=O)N1CCCC1=O)c1ccco1	.	.	4	.	4	2	13
55	Cc1nnsc1SCCNC(=O)Nc1ccc(Cl)cc1	9	.	-25	.	4	-6	.
56	Fc1ccc2c(c1)C(c1ccncc1)=NNC(c1ccc(Br)cc1)=N2	4	7	-1	-2	.	.	.

Further entries follow:
no.	mol	FN deposit inh	C2C12 statin	LGR2 antag	esBAF inh	S100A4 inh HTS	SIRT5 inh	CASP6 VEID inh
57	CC(Sc1nnc(C2CC2)n1C1CC1)C(=O)Nc1ccc(C(N)=O)cc1 (configuration not stated)	-10	-9	3	-6	-2	-5	0
58	CC(C)N(Cc1ccccc1)C(=O)CN1C(=O)NC2(CCCCCC2)C1=O	0	8	-8	5	4	-1	-1
59	CCCCc1ccc(S(N)(=O)=O)cc1	-4	14	-4	-6	1	-1	1
60	COc1ccc(/C=N/NC(=O)c2nnn(-c3nonc3N)c2CN(C)c2ccccc2)cc1	9	-4	4	7	-2	1	-1
61	Cc1ccc(S(=O)(=O)N(C)c2ccc(C(=O)NCC(c3cccs3)N3CCOCC3)cc2)cc1 (configuration not stated)	3	3	4	5	-1	-4	1
62	C[C@H](CO)N1C[C@H](C)[C@H](CN(C)S(C)(=O)=O)Oc2c(NC(=O)C3CC3)cccc2C1=O	.	-7	2	-5	10	-3	-1
63	COc1cccc(COc2ccc(N(C)S(=O)(=O)c3ccccc3)cc2)c1	-3	-37	5	-1	1	-3	-2
64	CCCN1C[C@H](C)[C@H](OC)CN(C)C(=O)c2ccc(NC(=O)C3CCC3)cc2OC[C@H]1C	-2	-12	-8	1	14	13	0
65	COc1ccc(/C=C/C(=O)NC(=S)N2CCN(c3ccccn3)CC2)cc1	4	.	-15	.	0	1	-1
66	CC=Cc1ccc2n(c1=O)C[C@H]1[C@H](CO)[C@@H](C(=O)NCc3ccc4c(c3)OCO4)[C@@H]2N1C(=O)CC (mixture of isomers)	.	1	11	-4	1	1	0
67	CN(C)CC(=O)Nc1ccc2c(c1)[C@H]1C[C@H](CC(=O)NCc3ccccc3)O[C@@H](CO)[C@H]1O2	-7	10	-7	5	-5	-6	-3
68	Cc1ccc2oc(=O)c3cnn(CC(=O)N4CCCc5ccccc54)c3c2c1	1	-1	18	-6	-2	14	-2
69	CC(=O)N1c2ccc(F)c(F)c2C[C@H]1C	-22	-10	-10	0	-2	.	-1
70	O=C(Nc1ccccn1)c1ccc(S(=O)(=O)N2CCCCCC2)cc1	-1	-18	-46	?	-15	-2	6
71	C/C=C/c1ccc2c(c1)O[C@@H](CN(C)CC1CCOCC1)[C@@H](C)CN([C@@H](C)CO)S2(=O)=O	.	7	-4	1	3	-2	1
72	CCc1ccccc1NC(=S)N1CCCCCC1	.	5	1	2	1	-6	0
73	CCCCN(C(=O)c1ccccc1Cl)C(CC(C)C)c1nc2ccccc2[nH]1 (configuration not stated)	-6	-9	.	0	-4	-6	3
74	O=C(C[C@@H]1C=C[C@@H](NS(=O)(=O)c2ccccc2)[C@@H](CO)O1)N1CCN(c2ccccc2)CC1	.	.	3	.	3	2	-5
75	O=C(c1ccc2c(c1)OCO2)N1C[C@@H]2N[C@H](C1)C2c1ccc(-c2ccncc2)cc1 (some centres not stated)	3	.	-2	.	7	0	1
76	Cc1cc(C)c[n+](CC(=O)c2c(C)cc(C)c([N+](=O)[O-])c2C)c1	-5	9	10	-2	-3	-1	-2
77	CCCN1CCN(CC(=O)Nc2nc3ccccc3s2)CC1	9	6	-6	5	-5	-6	1
78	Cc1ccn2c(NC(=O)c3ccccc3)c(-c3cccs3)nc2c1	-5	17	-9	9	.	.	.
79	Cc1cccc(C)c1OCC(=O)N/N=C/C=C/c1ccco1	0	.	12	.	-4	-3	5
80	CCCC(=O)N1CCCC1(C)C(=O)N(C)Cc1cccc2ccccc12 (configuration not stated)	-4	3	-2	12	7	-2	-1
81	CC(C)c1ccc(NC(=O)CNC(=O)Cn2cnc3ccccc3c2=O)cc1	-19	.	-5	.	2	-1	-1
82	CC1=NS(=O)(=O)c2cc(Cl)ccc2N1	-9	3	5	3	-28	-3	1
83	OC[C@@H]1[C@H](c2ccc(-c3cccc(F)c3)cc2)[C@H]2CN(CCC(F)(F)F)CCCCN12	.	-49	5	-11	-56	-1	3

Bioassay records: PubChem, Broad Institute
